# USP1-UAF1 inh – inhibitors of human USP1/UAF1 deubiquitinase; O94782; recombinant USP1/UAF1, Ub-Rhodamine cleavage fluorescence; Potency, µM (doses to about 57.1 µM), for the others: top-dose activity change, negative = inhibition, actives largely listed as inhibitors; 390,000 tested, 0.23% active; further: on the % scale 0 is the no-effect control and ±100 the full control effect; nearly all actives have a fitted effect of over 60% in size; inactives centre near -12
#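 USP1/UAF1 complex (1 nM) preincubated 15 min at room temperature with compound, then Ub-Rho substrate (150 nM final) added. Kinetic fluorescence at 480/540 nm over 6 reads at 60 s intervals; 50 mM HEPES pH 7.8, 0.5 mM EDTA, 0.1 mg/ml BSA, 1 mM TCEP, 0.01% Tween-20.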
# mIDH1 inhibitor – blocks human mutant IDH1 R132H enzyme | IDH1-R132H enzyme, NADPH consumption, diaphorase/resazurin fluorescence | AID 602179 | 390,000 tested, 0.093% active | Potency, µM (top dose mostly 76.6 µM), for the others: at the highest dose activity change, negative = inhibition, most hits filed as inhibitors; further: on the % scale 0 is the no-effect control and ±100 the full control effect; nearly all actives have a fitted effect of over 65% in size
#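 IDH1-R132H (0.5 ug/mL dispensed) in pH 7.5 Tris buffer was preincubated 30 min with compound, then given a substrate mix of 0.016 mM NADPH and 2 mM alpha-KG for 80 min at room temperature; remaining NADPH was read by diaphorase/resazurin fluorescence.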
# TrxR1 substrate – rat thioredoxin reductase 1 substrate activity; purified TrxR1 substrate turnover, NADPH consumption readout; Potency, µM (top dose mostly 114 µM), for the others: top-dose activity change, negative = substrate turnover; 390,000 tested, 0.01% active; AID 588456; further: on the % scale 0 is the no-effect control and ±100 the full control effect; nearly all actives have a fitted effect of over 50% in size
#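 Rat TrxR1, dispensed at 90 nM, was prereduced with 400 uM NADPH (final) for 5 min at ~22 deg C, then incubated with compound 15 min before 400 uM selenite. A first-read NADPH fluorescence drop versus no-compound background flagged substrates.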
# Vif-A3F inh – Vif-A3F binding inhibition; HeLa A3F-eYFP + Vif (tagged APOBEC3F with the HIV-1 protein that degrades it), YFP fluorescence increase; Potency, µM (top dose mostly 46.1 µM), without a hit: at the top dose activity, negative = active; 390,000 tested, 0.2% active; AID 602313; further: % of control where 0% means no effect; nearly all actives have a fitted effect of over 65% in size
#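 HeLa cells stably expressing Vif plus C-terminally eYFP-tagged A3F were seeded, incubated overnight at 37 deg C, dosed with compound, incubated overnight again at 37 deg C. Yellow fluorescence (Ex 488/Em 500-530) reported blocked Vif-mediated A3F-eYFP degradation.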
# Vif-A3G inh – Vif-A3G binding inhibition. 410,000 tested, 0.076% active. Potency, µM (doses to about 46.1 µM), inactives show at the highest dose activity, negative = active, most hits filed as inhibitors. HeLa A3G-eYFP + Vif (tagged APOBEC3G with the HIV-1 protein that degrades it), YFP fluorescence, overnight. Q9HC16;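 further: on the % scale 0 is the no-effect control and ±100 the full control effect; nearly all actives have a fitted effect of over 60% in size; hits raise eYFP signal because A3G escapes Vif-driven loss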
#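 Read-out is eYFP fluorescence (Ex 488/Em 500-530) from Vif-expressing HeLa A3G-eYFP cells; more signal means A3G escaped Vif-mediated degradation. Cells plated overnight, compound pinned in, incubated overnight at 37 deg C.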
# RGS4 inh – human RGS4 inhibition | P49798 | Potency, µM (highest dose often 114 µM), inactives show at the top dose activity change, negative = inhibition, usual class: inhibitors | Transcreener GDP fluorescence polarization, RGS4-accelerated GTP hydrolysis | 390,000 tested, 0.039% active; further: on the % scale 0 is the no-effect control and ±100 the full control effect; nearly all actives have a fitted effect of over 75% in size; some results filed as inactive show a strong effect at the top dose
# Target sequence (P49798 whole entry, looked up): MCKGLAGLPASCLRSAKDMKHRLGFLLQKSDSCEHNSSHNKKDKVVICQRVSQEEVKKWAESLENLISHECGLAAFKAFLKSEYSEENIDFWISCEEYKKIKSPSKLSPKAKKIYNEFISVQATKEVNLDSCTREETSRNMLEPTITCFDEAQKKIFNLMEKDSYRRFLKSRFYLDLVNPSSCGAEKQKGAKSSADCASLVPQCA
#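 MLSMR compounds (23 nl, pin-transferred) preincubated 10 min at room temperature with a 500nM (2x) first reagent, then RGS4 at 900nM (2x) plus Transcreener GDP mix added; fluorescence polarization (620/688 nm) read before and after 90 min at 30 °C.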
# TrxR1 inh – rat TrxR1 inhibition; O89049; recombinant rTrxR1, NADPH fluorescence consumption, selenite substrate; Potency, µM (top dose mostly 114 µM), for inactives: at the highest dose activity change, negative = inhibition, hits mostly inhibitors; 390,000 tested, 1% active; further: on the % scale 0 is the no-effect control and ±100 the full control effect; nearly all actives have a fitted effect of over 65% in size
#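 Rat TrxR1 (90 nM in the dispensed reagent) was pre-reduced with 400 uM NADPH for 5 min at room temperature, then incubated with compound for 15 min. After 400 uM selenite was added, NADPH fluorescence (Ex 340/Em 450 nm) was followed for 8 min.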
# ALOX12 inh – blocks human arachidonate 12S-lipoxygenase | P18054 | purified 12hLO, xylenol orange hydroperoxide absorbance | Potency, µM (top dose mostly 108 µM), for the others: at the highest dose activity change, negative = inhibition, hits mostly inhibitors | 580,000 tested, 1.1% active | AID 1671190; further: on the % scale 0 is the no-effect control and ±100 the full control effect
#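 Purified human 12hLO at 150 nM in 25 mM Hepes, 0.01% Triton X-100, pH 7.0, preincubated 15 min at room temperature with compound. Reaction started with 40 uM arachidonic acid, 30 min at room temperature. Hydroperoxide measured by Fe-xylenol orange, 573/405 nm absorbance ratio.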
# RXFP1 ag – RXFP1 (human) receptor agonism; Q9HBX9; HEK293T-RXFP1 cAMP TR-FRET, 30 min; response scale: percent of porcine relaxin response, buffer zero; 370,000 tested, 0.3% active; Potency, µM (series often up to 57.5 µM), inactives show at the highest dose activation, actives largely listed as activators; further: on the % scale 0 is the no-effect control and ±100 the full control effect; nearly all actives have a fitted effect of over 60% in size; many of its hits are not listed in these tables
# Target sequence (Q9HBX9 whole entry, looked up): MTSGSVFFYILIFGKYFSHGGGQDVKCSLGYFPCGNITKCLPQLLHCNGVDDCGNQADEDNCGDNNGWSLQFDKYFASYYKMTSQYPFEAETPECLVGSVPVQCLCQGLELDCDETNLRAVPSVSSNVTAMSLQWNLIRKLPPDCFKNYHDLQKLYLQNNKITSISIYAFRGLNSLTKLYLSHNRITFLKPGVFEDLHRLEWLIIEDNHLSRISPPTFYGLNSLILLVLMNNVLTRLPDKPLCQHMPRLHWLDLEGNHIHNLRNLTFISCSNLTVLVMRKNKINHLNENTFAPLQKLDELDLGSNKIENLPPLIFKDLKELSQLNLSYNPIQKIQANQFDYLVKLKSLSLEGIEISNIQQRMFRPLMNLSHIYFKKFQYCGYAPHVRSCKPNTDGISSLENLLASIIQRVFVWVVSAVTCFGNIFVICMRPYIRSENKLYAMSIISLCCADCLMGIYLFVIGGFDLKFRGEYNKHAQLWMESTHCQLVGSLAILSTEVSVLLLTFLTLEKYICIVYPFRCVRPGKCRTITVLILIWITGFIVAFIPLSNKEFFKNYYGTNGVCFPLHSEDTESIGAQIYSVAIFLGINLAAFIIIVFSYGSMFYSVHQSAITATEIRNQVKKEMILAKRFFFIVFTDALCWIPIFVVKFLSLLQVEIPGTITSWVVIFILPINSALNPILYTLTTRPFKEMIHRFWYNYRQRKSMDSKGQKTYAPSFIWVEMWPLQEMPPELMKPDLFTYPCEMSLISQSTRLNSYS
#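 Agonist response is measured as cAMP accumulation in an RXFP1-transfected HEK293T line under PDE4 inhibition. Values are scaled between buffer-only and 29 nM porcine relaxin, and EC50s come from standard Hill equation fits.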
# * hit, by the source's call; ? = inconclusive; / = not tested or not shown; & = joins results of further samples; [ ] = another dose, or the depositor's remark. The call rests on the fitted dose curve; in most records, active means well fitted curve in the direction sought with a large enough effect; inconclusive means small, poorly fitted or top-dose-only effect, or another doubt; inactive means no such curve, though single readings can be large; an effect the other way counts as inactive or inconclusive. Potency means the concentration at half of the fitted maximal effect. Not all compounds are listed; count on the stated rates, not on these rows.
Structure	USP1-UAF1 inh	mIDH1 inhibitor	TrxR1 substrate	Vif-A3F inh	Vif-A3G inh	RGS4 inh	TrxR1 inh	ALOX12 inh	RXFP1 ag
CC(C)(C)c1ccc(/C=N/N2C(=O)CSC2=S)cc1	-19%	-3%	-2%	-5%	-6%	-46%	-36%	-28%	0.2%
COc1ccc(N2C(=O)C3CCCN3C2=O)cc1 (stereo not drawn)	-17%	2%	-3%	/	-6%	-12%	-2%	2%	3.4%
N#Cc1ccccc1NC(=O)Nc1ccccc1	-10%	4%	30%[activator][57.1 µM]	1%	0%	13%	-44%	-12%	-0.2%
Cc1noc(Cn2c(=O)c3ccccc3n(CC(=O)Nc3ccc(C(C)C)cc3)c2=O)n1	-9%	0%	-13%	-1%	2%	7%	10%	-2%&-23%	-2.9%
CSCC[C@H](NC(=O)[C@H](Cc1ccccc1)n1c(=O)[nH]c2ccccc2c1=O)C(=O)N1CCC[C@H]1C(=O)O	-9%	-11%	0%	1%	4%	6%	0%	-14%	1.1%
O=C(NCCC1=CCCCC1)c1ccc2c(c1)ncn2-c1ccc(F)c(F)c1	-10%	-18%	-9%[57.1 µM]	1%	3%	-7%	13%[57.1 µM]	-21%	-0.4%
CCCCOC(=O)Nc1sc2nc(C)cc(C)c2c1-n1cccc1	-26%	1%	-9%[57.1 µM]	3%	-15%	-19%	3%	5%	1.0%
CC(C)Cc1nnc(NC(=O)c2cc3c(s2)CCC3)s1	-19%	3%	17%	3%	0%	-18%	3%	?	25%

# The closing 2 compounds of the part before lead into the next.
Structure	USP1-UAF1 inh	mIDH1 inhibitor	TrxR1 substrate	Vif-A3F inh	Vif-A3G inh	RGS4 inh	TrxR1 inh	ALOX12 inh	RXFP1 ag
CCCCOC(=O)Nc1sc2nc(C)cc(C)c2c1-n1cccc1	-26%	1%	-9%[57.1 µM]	3%	-15%	-19%	3%	5%	1.0%
CC(C)Cc1nnc(NC(=O)c2cc3c(s2)CCC3)s1	-19%	3%	17%	3%	0%	-18%	3%	?	25%
Nc1nc(Nc2cccc(F)c2)nc2ccccc12	-8%	2%	9%[57.1 µM]	3%	-9%	30%[11.4 µM]	13%[57.1 µM]	?	3.0%
O=C(c1nc(-c2ccc(Cl)cc2)n2c1CCCCC2)N1CCN(c2ccccc2)CC1	-19%	-5%	-2%	3%	-5%	-6%	12%	-16%	3.5%
Cc1ccc(N2CC(NS(=O)(=O)c3cccnc3)CC2=O)cc1 (stereo not drawn)	-5%	1%	-2%	-17%	0%	28%	7%	-4%	-0.3%
Cn1c(=O)c2c(-c3ccccc3Br)n(Cc3ccccc3)cc2n(C)c1=O	-23%	?	-5%	-5%	-5%	17%	6%	?	-0.9%
Cc1cc(C(=O)NC2CCCc3ccccc32)no1 (stereo not drawn)	-16%	5%	8%	-4%	1%	-10%	9%	-6%	1.7%
Cc1cccc(-c2nc(CSCC(=O)NCCCN3CCOCC3)c(C)o2)c1	-9%	0%	8%	3%	-1%	1%	18%	-5%	0.2%
O=C(O)/C=C/C(=O)Nc1ccc(C2(c3ccc(NC(=O)/C=C/C(=O)O)cc3)c3ccccc3-c3ccccc32)cc1	-18%	?	-5%	8%	-5%	?	-3%	?	-0.4%
COC(=O)Oc1ccc(/C=N/NC(=O)CN(c2ccccc2Br)S(C)(=O)=O)cc1OC	-22%	-8%	-10%	11%	-4%	9%	-15%	0%	0.5%
CCOC(=O)C[C@H]1c2cc(F)ccc2S(=O)(=O)N1c1cccc(OC)c1	-6%	-6%	-2%&3%	1%	1%&1%	18%	-3%&1%	?	/
Cc1ccccc1N(CC(=O)NCc1ccc2c(c1)OCO2)C(=O)CCC(=O)Nc1ccccn1	-13%	8%	-5%	3%	1%	22%	5%[57.1 µM]	12%	2.1%
CCn1c(SCC(=O)Nc2ccc(OC)cc2OC)nc2nc3c(cc2c1=O)COC(C)(C)C3	-6%	-1%	-2%	5%	-3%	-2%	15%	13%	-0.1%
Cc1ccc(NC2=CC(=O)CC(C)(C)C2)cc1Cl	-15%	-6%	9%	3%	0%	?	-15%	-28%	0.3%
Cc1cc(F)ccc1NC(=O)C1CCN(S(=O)(=O)c2ccc3c(c2)CCCC(=O)N3)CC1	-14%&-27%	-9%&-5%	1%	-1%&1%	-4%&4%	45%&10%	11%	3%&-16%	0.7%&0.2%
COC(=O)c1c(NC(=O)C2CCC2)sc(C(=O)N(C)C)c1C	-16%	0%	9%[57.1 µM]	-15%	2%	16%	20%	4%	0.6%
CCCS(=O)(=O)N1CCC(C(=O)NCCN(C)Cc2ccccc2)CC1	-12%	-3%	-2%	-7%	1%	-19%	3%	0%	-0.4%
NC(c1ccccc1)c1cccnc1 (stereo not drawn)	-17%	-2%	4%	-15%	-10%	-16%[56.9 µM]	18%	?	1.1%
CCOC(=O)c1c(-c2cccc([N+](=O)[O-])c2)csc1N	-22%	-1%	2%	-6%	-15%	-13%[11.4 µM]	16%	?	-0.3%
Cc1cc(C)cc(NC(=O)Cn2cc(S(=O)(=O)NC(C)(C)C)c(S(=O)(=O)NC(C)(C)C)c2)c1	?	-3%	-2%	-12%	-2%	-11%	14%	-17%	-1.1%
Cc1cc([N+](=O)[O-])ccc1NC(=O)CN1C2CCC1CC(NC(=O)NC13CC4CC(CC(C4)C1)C3)C2 (stereo not drawn)	-12%	-3%	-13%	2%	9%	-7%	-7%	41%	-0.9%
Cc1ccc(CN2CCNC2=O)cc1	-12%	15%	9%	0%	3%	7%	21%	4%	1.2%
c1ccc(-c2ncc3ccccn23)cc1	3%	1%	29%	-3%	-3%	-11%	5%[57.1 µM]	0%	2.1%
CCn1nnnc1SCC(=O)Nc1cc(OC)cc(OC)c1	10%	15%	-1%	9%	0%	-10%[11.4 µM]	-1%	-1%	-1.9%
COc1ccc(NC(=O)CSc2nc(N)c(NC(=O)c3cccs3)c(=O)[nH]2)cc1	-13%	5%	5%	4%	-1%	-2%	-3%	?	0.0%
O=S(=O)(NC1CCCCC1)c1ccc(S(=O)(=O)N2CCN3CCCC3C2)cc1 (stereo not drawn)	-11%	-1%	5%[57.1 µM]	1%	2%	-8%	3%[57.1 µM]	-26%	0.1%
Clc1cccc(Cl)c1/C=N\Nc1nccs1	-2%	-5%	1%	-10%	?	-17%	8%	2%	-3.4%
COc1ccc(N2CCN(C(=O)c3ccc(Cl)c(S(=O)(=O)N4CCOCC4)c3)CC2)cc1	-11%	8%	9%	-7%	4%	20%	18%	48%[activator]	/
O=C(Nc1nc(-c2cc3ccccc3oc2=O)cs1)c1ccc(Br)o1	-12%	0%	19%[57.1 µM]	-7%	-9%	-21%	33%[57.1 µM]	0%	4.1%
Cc1ccc(S(=O)(=O)NCCNS(=O)(=O)c2ccc(C)cc2)cc1	-7%	-1%	9%[57.1 µM]	?	0%	5%	4%[57.1 µM]	-5%	-2.8%
CC(=O)N1CCN(c2ccc(NCc3cccc4ccccc34)cc2)CC1	-26%	-5%	-5%	-3%	-8%	-90%[56.9 µM]	-21%	?	-0.7%
COc1ccc(/C=N/Nc2nccnc2Cl)cc1	?	8%	-8%	0%	0%	21%	-2%	4%	0.2%
COc1ccc(/C(C)=N/NC(=O)c2ccc(N(C)C)cc2)cc1	-1%	-2%	-7%	-1%	0%	1%	-4%	-1%	0.0%
Cc1ccc(CNC(=O)c2cc(NS(=O)(=O)c3ccc(C)cc3)ccn2)cc1	-22%	-14%	4%	-16%	-1%	-6%	13%	-17%	2.1%
O=C(CNC(=O)c1ccccc1Cl)OC1CCOC1=O (stereo not drawn)	-7%	-11%	-2%	-5%	6%	-2%	18%	3%	0.4%
COc1ccc(S(=O)(=O)N(C)c2ccc(C(=O)Nc3cccnc3)cc2)cc1	-10%	5%	0%	-9%	0%	-8%	4%	-1%	0.8%
COc1ccc(CCNc2ccc(C(CC(N)=O)NC(=O)c3ccccc3)cc2[N+](=O)[O-])cc1 (stereo not drawn)	?	-4%	7%[57.1 µM]	?	1%	11%	11%	8%	0.0%
O=C1c2ccccc2C(=O)N1c1ccccc1S(=O)C(F)(F)F (stereo not drawn)	6%	2%	2%	/	-3%	44%	12%	-15%	1.9%
O=C(CCC(=O)OCCCC(F)(F)C(F)(F)F)Nc1ccc(Cl)cc1Cl	-12%	4%	-5%	1%	1%	7%	6%	240%[activator]	4.4%
CCOC(=O)CC1(NC(=O)C2CCC(=O)N(Cc3ccccc3OC)C2)CCCCC1 (stereo not drawn)	-15%	7%	-1%	0%	-2%	-47%	-10%	6%	3.1%
COc1ccc(CSc2nc3ccncc3n2CC(=O)Nc2ccc(C)c(F)c2)cc1	-3%	0%	-6%	10%	2%	12%	-3%	-21%	16%
COc1cccc(OC)c1NC(=O)CN1CCN(C)CC1	-4%	16%	3%[57.1 µM]	2%	0%	-4%	5%[57.1 µM]	?	2.1%

# Screens deposited in PubChem by National Center for Advancing Translational Sciences (NCATS).
